Menin MLL FP TR – displaces Texas Red mutant MLL peptide from human menin | O00255 | AID 1768 | 270,000 compounds, 0.23% hits | Menin + Texas Red MLL mutant peptide, fluorescence polarization | Potency, µM (top dose mostly 61.6 µM), for inactives: top-dose FP activity change, negative = inhibition, actives largely listed as inhibitors; active = well fitted inhibition curve with a large enough effect in the polarisation, with a control signal flat, not every such curve was filed as active; inconclusive = small, poorly fitted or top-dose-only effect, or effect the other way, or a change in a side signal; inactive = no such curve, though single readings can be large or run the other way; the % refers to the polarisation; also: potency is read from the fitted curve at half-maximal effect; % of control where 0% means no effect; many of its hits are not listed in these tables
RORgamma inh – ROR gamma (mouse) transcription inhibition; 310,000 compounds, 5.4% hits; P51450; Drosophila S2 Gal4-RORgamma UAS-luciferase reporter, 20 h; Potency, µM (doses to about 53.6 µM), for inactives: top-dose activity change, negative = inhibition, hits mostly inhibitors; also: potency is read from the fitted curve at half-maximal effect; % is scaled to controls: 0 for no effect and ±100 for the full control effect; nearly all actives have a fitted effect of over 60% in size
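Compounds are pin-transferred onto Drosophila Schneider cells expressing a copper-inducible Gal4–ROR gamma transactivation domain fusion. After 1 hr, copper sulfate is added to 700 uM final; luciferase is read 20 hr later.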
FLuc modulator – counter-screen for miR-21 project: firefly luciferase inhibitors or activators. AID 588342. purified FLuc, Km substrates, luminescence inhibition. 360,000 compounds, 6.9% hits. P08659. Potency, µM (top dose mostly 57.5 µM), for inactives: top-dose activity change, negative = inhibition, hits mostly inhibitors;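 also: potency is read from the fitted curve at half-maximal effect; plate controls were vehicle for no effect and reference inhibitor for full effect; nearly all actives have a fitted effect of over 55% in size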
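Purified P. pyralis luciferase (10nM final) with 10uM D-luciferin and 10uM ATP (Km levels) in 50mM Tris acetate pH 7.5, 10mM Mg acetate, 0.01% Tween-20, 0.05% BSA; qHTS 6-point titration, ~60 µM downward; luminescence read.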
KCNH2 3.1 block – blocks the human KCNH2 3.1 channel isoform; U2OS KCNH2 3.1, thallium flux FluxOr; hits give low values; activity change, % (tested at about 1.8 µM); 340,000 compounds, 0.95% hits; AID 720553;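 active = maximum activity change below -70%; inconclusive = maximum activity change from -70% to -50%; inactive = maximum activity change above -50%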;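 also: thallium influx rate constant from kinetic fluorescence after stimulation buffer; % is scaled to controls: 0 for no effect and ±100 for the full control effect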
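Normalized rate constant (relative to positive and negative DMSO controls) derived from a 2 min kinetic fluorescence read after stimulation; U2OS cells expressing the 3.1 isoform via virus at 1.77 x 10^8 /mL.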
NPC1 prom act – activates the NPC1 promoter; Potency, µM (highest dose often 9.22 µM), without a hit: at the top dose activation, most hits filed as activators; Huh7 NPC1 promoter luciferase reporter, 24 h; 320,000 compounds, 2.4% hits;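 also: potency is read from the fitted curve at half-maximal effect; % of control where 0% means no effect; nearly all actives have a fitted effect of over 60% in size; reporter is driven by a mutant NPC1 promoter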
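Stable NPC1-promoter luciferase Huh7 line; cpd (DMSO) 24 h, 37 °C, 5% CO2; Amplite luciferase reagent 10 min RT; luminescence readout. qHTS format.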
Mito fusion act – inhibitors of mitochondrial division or activators of mitochondrial fusion. S. cerevisiae fusion-defective mutant growth rescue, CellTiterGlo 48 h. Potency, µM (top dose mostly 46.1 µM), inactives show top-dose growth rescue (activation), most hits filed as activators. 320,000 compounds, 0.23% hits;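 also: potency is read from the fitted curve at half-maximal effect; % of control where 0% means no effect; nearly all actives have a fitted effect of over 45% in size; temperature-sensitive fusion mutants such as fzo1-1 at 37 °C on non-fermentable ethanol glycerol medium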
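Yeast fusion mutant, YPEG (non-fermentable carbon), compound, 48 h at 37C non-permissive; CellTiterGlo added, 10 min RT, luminescence read. Rescued growth = division inhibition.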
MBNL1 CUG block – inhibitors of human MBNL1 binding to CUG repeat RNA | Q9NR56 | Potency, µM (top dose mostly 57.5 µM), without a hit: top-dose activity change, negative = inhibition, actives largely listed as inhibitors | AID 2675 | TR-FRET MBNL1-His/biotin-(CUG)12 binding, 665/545 ratio | 280,000 compounds, 0.036% hits; active = well fitted inhibition curve with a large enough effect in the signal ratio, with a control signal flat, not every such curve was filed as active; inconclusive = small, poorly fitted or top-dose-only effect, or effect the other way, or a change in a side signal; inactive = no such curve, though single readings can be large or run the other way; the % refers to the signal ratio; also: potency is read from the fitted curve at half-maximal effect; % is scaled to controls: 0 for no effect and ±100 for the full control effect
Target sequence (Q9NR56 whole entry, looked up): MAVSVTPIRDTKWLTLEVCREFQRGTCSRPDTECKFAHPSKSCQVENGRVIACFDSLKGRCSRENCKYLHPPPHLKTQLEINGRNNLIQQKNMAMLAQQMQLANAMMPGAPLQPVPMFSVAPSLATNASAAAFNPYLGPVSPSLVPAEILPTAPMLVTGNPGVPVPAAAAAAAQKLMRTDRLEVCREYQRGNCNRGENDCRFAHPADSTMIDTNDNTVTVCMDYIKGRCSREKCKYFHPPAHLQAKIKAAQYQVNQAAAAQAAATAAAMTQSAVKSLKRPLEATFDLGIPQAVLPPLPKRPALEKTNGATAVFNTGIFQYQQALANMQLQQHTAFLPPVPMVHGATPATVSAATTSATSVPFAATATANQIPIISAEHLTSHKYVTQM
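Compounds (final 92 nM to 58 uM) are added to His-tagged MBNL1 and biotin-(CUG)12, then terbium anti-His antibody and streptavidin-XL665 (5 nM final). After 60 min at room temperature, the 665/545 nm ratio is read.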
VP16 counter – Gal4-VP16 reporter inhibition counter-screen; Drosophila S2 Gal4-VP16 UAS-luciferase, luminescence, 20 h; Potency, µM (series often up to 53.6 µM), without a hit: top-dose activity, negative = inhibition, hits mostly inhibitors; 310,000 compounds, 3.5% hits; AID 2546;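 also: Gal4-VP16 expression switched on by copper sulfate through the metallothionein promoter; potency is read from the fitted curve at half-maximal effect; % is scaled to controls: 0 for no effect and ±100 for the full control effect; nearly all actives have a fitted effect of over 50% in size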
ELG1 repair inh – blocks ELG1-dependent DNA repair in HEK293T cells; HEK293T ELG1-luciferase reporter, luminescence, 16 h; DNA damage induced by 5-fluorouridine; Potency, µM (highest dose often 46.1 µM), for the others: at the highest dose activity change, negative = inhibition, actives largely listed as inhibitors; 330,000 compounds, 2.3% hits; also: potency is read from the fitted curve at half-maximal effect; % is scaled to controls: 0 for no effect and ±100 for the full control effect; nearly all actives have a fitted effect of over 55% in size
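5-Fluorouridine DNA damage + compound/DMSO, 2,000 cells/well, 16 h, 37 °C/5% CO2. ONE-Glo, 30 min RT, luminescence. Readout = decrease in reporter signal.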
PKM2 activator – activators of human pyruvate kinase M2; purified PKM2, Kinase-Glo ATP luminescence, activation; response scale: 0% is enzyme alone, no compound; Potency, µM (doses to about 57.5 µM), inactives show at the top dose activation, hits mostly activators; 260,000 compounds, 0.34% hits; P14618; also: potency is read from the fitted curve at half-maximal effect; % is scaled to controls: 0 for no effect and ±100 for the full control effect; nearly all actives have a fitted effect of over 55% in size
Target sequence (P14618 whole entry, looked up): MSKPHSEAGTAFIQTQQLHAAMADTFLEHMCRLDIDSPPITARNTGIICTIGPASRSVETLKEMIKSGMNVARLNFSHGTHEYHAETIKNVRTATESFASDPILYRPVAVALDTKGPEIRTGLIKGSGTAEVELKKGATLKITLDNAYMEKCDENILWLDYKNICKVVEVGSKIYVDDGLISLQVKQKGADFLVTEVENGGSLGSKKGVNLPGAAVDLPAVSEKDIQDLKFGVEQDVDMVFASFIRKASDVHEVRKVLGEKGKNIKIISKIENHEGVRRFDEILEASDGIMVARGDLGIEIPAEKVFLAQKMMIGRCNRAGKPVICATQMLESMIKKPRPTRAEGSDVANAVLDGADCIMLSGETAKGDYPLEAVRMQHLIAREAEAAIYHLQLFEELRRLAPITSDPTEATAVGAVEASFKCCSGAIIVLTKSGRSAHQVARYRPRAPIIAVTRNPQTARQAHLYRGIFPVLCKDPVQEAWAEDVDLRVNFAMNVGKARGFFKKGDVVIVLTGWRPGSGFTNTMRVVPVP
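Purified hPK-M2 (>95% pure) converted ADP (0.1 mM final) to ATP with 0.5 mM PEP in 50 mM imidazole pH7.2, KCl, MgCl2, Tween 20, BSA; 1 h at room temperature. ATP detected by Kinase-Glo luminescence.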
Rab9 prom act – activators of Rab9 promoter | Huh7 Rab9 promoter-luciferase reporter, luminescence, 24 h | Potency, µM (titrated, usually from 9.22 µM), for the others: at the highest dose activation, negative = inhibition, usual class: activators | 320,000 compounds, 2.8% hits | AID 485297; also: potency is read from the fitted curve at half-maximal effect; % of control where 0% means no effect; nearly all actives have a fitted effect of over 60% in size
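Quantitative HTS format; Huh7 Rab9-luciferase reporter cells (1500/well) receive compound 2 h post-plating, incubate 24 h at 37 °C, then get luciferase reagent for 10 min before luminescence reading.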
The depositor's hits bear a star; u = inconclusive; x = no result given; [ ] = dose if it differs, or a comment. Unless noted, calls follow the shape of the dose curve; as a rule, active = well fitted curve in the direction sought with a large enough effect; inconclusive = small, poorly fitted or top-dose-only effect, or another doubt; inactive = no such curve, though single readings can be large; an effect the other way counts as inactive or inconclusive. Only part of the results is shown (hit frequency here may not be typical).

SMILES	Menin MLL FP TR	RORgamma inh	FLuc modulator	KCNH2 3.1 block	NPC1 prom act	Mito fusion act	MBNL1 CUG block	VP16 counter	ELG1 repair inh	PKM2 activator	Rab9 prom act
COC(=O)c1ccccc1S(=O)(=O)N1CCC(c2nc3ccccc3o2)CC1	-7%	u	-1%	-16	1%	14%	-2%	11%	u	8%	4%
O=C(NC12CC3CC(CC(C3)C1)C2)N1CCC(O)(c2ccc3c(c2)OCO3)CC1	u	-8%	-4%	3	6%	7%	-7%	-2%	8%	-7%	0%
COc1ccccc1OCC(=O)Nc1c2c(nn1-c1ccccc1)CS(=O)(=O)C2	x	-5%	5%	15	0%	1%	4%	-8%	-30%	0%	-2%
O=C1c2cccnc2C(Nc2ccc(Cl)cc2)N1Cc1cccs1 (stereo unspecified)	0%	39%	-10%	18	-1%	5%	u	9%	13%	-2%	1%
c1ccc(CCc2nc(-c3ccccn3)no2)cc1	-9%	-39%	13µM*	16	3.2µM*	-5%	3%	-6%	u	-5%	2.2µM*
COc1nccnc1NS(=O)(=O)c1ccc(NS(=O)(=O)c2ccc(NC(C)=O)cc2)cc1	-10%	-25%	0%	-45	3%	-2%	u	-1%	u	-13%	1%
CCOc1ccccc1CNS(=O)(=O)c1cc(-c2cc(C)no2)ccc1C	x	-16%	0%	-3	-1%	2%	-2%	3%	-8%	x	-3%
O=c1c2nccnc2[nH]c(=S)n1Cc1ccccc1	2%	u	-18%	-12	-8%	2%	u	-22%	8%	0%	0%
O=C(Cn1c(-c2ccccc2)noc1=O)NCc1ccccc1	0%	12%	-2%	-10	3%	9%	-8%	-5%	9%	-1%	3%
N#C/C(=C/c1cc(Cl)c(O)c(Cl)c1)C(=O)N1CCCCC1	12%	12%	-18%	16	0%	5%	6%	-12%	6%	-2%	4%
O=C(NCCSc1ncc(-c2ccc(F)cc2)[nH]1)c1ccco1	x	x	-2%	-22	0%	6%	x	x	14%	x	-1%
Cc1cc(C)c(/C=C(\C#N)S(=O)(=O)c2ccccc2)[nH]1	x	22%	-1%	-7	0%	0%	0%	3%	-23%	11%	0%
O=C(CCl)NNC(=O)c1c(O)c2ccccc2[nH]c1=O	x	-29%	-6%	10	-11%	-8%	-14%	-19%	1%	9%	-17%
CCCC(=O)Nc1cc(-c2nc3ncccc3o2)ccc1Cl	-10%	u	1%	-3	-1%	0%	-20%	-4%	15%	1%[11.5 µM]	10%
Cc1ccc(S(=O)(=O)Nc2cc(C)c(O)c(Sc3n[nH]c(C)n3)c2)cc1	17%	-9%	-2%	2	-5%	-1%	-6%	-4%	-8%	u	0%
NNC(=O)c1ccncc1	0%	u	3%	7	-1%	-3%	28%	-2%	1%	-10%	-3%
CC(C)(C)C(=O)NC(CC(=O)O)c1ccccc1 (stereo unspecified)	3%	-1%	-2%	4	-8%	-1%	3%	-5%	-9%	-8%	5%
COc1ccc(/C=C/C(=O)OCC(=O)NC2CCCC2)c(OC)c1	x	x	u	-7	3%	2%	x	x	13%	x	-3%
CCOC(=O)C1(Cc2ccccc2Cl)CCN(S(C)(=O)=O)CC1	-1%	15%	-1%	0	-2%	12%	0%	-11%	-2%	-2%	2%
Clc1ccc(Cc2noc(Cc3ccccc3)n2)cc1Cl	2%	41%	-11%	4	2%	6%	10%	1%	15%	-1%	-3%
COc1ccc(N2CCn3c2nc2c3c(=O)n(CCCc3ccccc3)c(=O)n2C)c(OC)c1	-6%	u	0%	-10	-27%	2%	11%	-18%	21µM*	-6%	-19%
Cc1onc(-c2ccccc2Cl)c1C(=O)Nc1cccc2nsnc12	-8%	-24%	-1%	-8	-2%	-2%	-1%	8%	-8%	-6%	0%
COCCCn1c(-c2cccc(Cl)c2)nc2c1c(=O)[nH]c(=O)n2Cc1ccccc1	x	6%	1%	5	-2%	13%	0%	1%	u	x	7%
COC(=O)c1ccc(OC(=O)/C=C/c2ccco2)cc1	43%[activator]	23%	2.4µM*	10	0%	-2%	u	10%	14%	-23%	1%
O=C(CCS(=O)(=O)Cc1ccc(Cl)cc1)NCCCN1CCOCC1	x	12%	-1%	6	1%	-2%	4%	-4%	10%	-6%	2%
(listing goes on)
SMILES	Menin MLL FP TR	RORgamma inh	FLuc modulator	KCNH2 3.1 block	NPC1 prom act	Mito fusion act	MBNL1 CUG block	VP16 counter	ELG1 repair inh	PKM2 activator	Rab9 prom act
O=C(NCc1ccccn1)c1cc2ccccc2oc1=O	7%	-16%	13µM*	-1	u	0%	u	1%	u	-6%	u
CC1(C)Cc2nc3sc(C(=O)NCCCO)c(N)c3cc2CS1	40%[activator]	u	15µM*	12	u	3%	u	u	u	-2%	3.2µM*
CC(=O)Nc1cc(NC(=O)C2C3C=CC(C3)C2C(=O)O)ccc1Cl (stereo unspecified)	-1%	u	2%	8	-2%	-4%	-16%	-2%	3%	-2%	-3%
COc1cccc(CNC(=O)Cc2c(C(=O)O)[nH]c3ccccc23)c1	26%	-26%	2%	7	-1%	-4%	-4%	-7%	6%	0%	2%
COc1cc2cc(CN(CCCN3CCOCC3)Cc3nnnn3Cc3ccccc3)c(=O)[nH]c2cc1OC	-16%	0%	-2%	17	-5%	0%	5%	5%	5%	-8%	-6%
COc1ccc(C(=O)NCCN2C(=O)S/C(=C\c3cccnc3)C2=O)cc1[N+](=O)[O-]	x	-3%	u	-8	-3%	-1%	x	9%	-12%	3.5µM*	11%
N/C(=N\OC(=O)c1cccs1)c1cccc([N+](=O)[O-])c1	3%	-5%	3.4µM*	-5	21%	-3%	x	u	u	-5%	26%
COc1ccc(-c2noc(CCCC(=O)Nc3cccnc3)n2)cc1OC	x	7%	-4%	19	1%	-2%	x	-9%	u	1%	-2%
COc1ccccc1C1NC(=O)NC(C)=C1C(=O)OC1CCCC(C)C1 (stereo unspecified)	-13%	0%	7%	-11	-1%	5%	4%	u	-12%	1%	4%
CCN1CCN(C(=O)C2(NC(=O)Nc3cccc(F)c3)CCCCC2)CC1	-11%	-35%	6%	25	-2%	1%	-6%	2%	-3%	0%	-6%
CC(=O)OCC1OC(Nc2cccc(C)c2)C(OC(C)=O)C(OC(C)=O)C1OC(C)=O (stereo unspecified)	2%	1%	7%	-2	-1%	1%	x	-1%	-3%	2%	-2%
C=CCNC(=S)NNC(=O)c1ccc(OCCC)cc1	5%	u	2%	1	-3%	-3%	-9%	-20%	-5%	3%	-2%
CC(C)c1nc2oc3c(NCc4cccnc4)ncnc3c2c2c1CCC2	6%	-4%	0%	2	0%	0%	-4%	-10%	8.2µM*	6%	-4%
Cc1cc(C)n(-c2nc(C)nc(NCc3ccccc3)n2)n1	-8%	1.6µM*	3%	-2	0%	1%	-7%	5.6µM*	u	-6%	5%
CC1CCCN(CCCNC(=O)C2CC(=O)N(c3ccc(F)c(Cl)c3)C2)C1 (stereo unspecified)	-28%	0%	-2%	-14	0%	-2%	-2%	0%	-9%	-2%	2%
C/C(=N/NC(=O)c1ccc(O)cc1)c1cccc([N+](=O)[O-])c1	1%	3.2µM*	u	-1	5%	-2%	u	13µM*	u	6%	2%
O=C(NC(=S)Nc1ccc2c(c1)OCCO2)c1cccc2ccccc12	u	10µM*	15µM*	-40	12%	12%	-17%	u	u	-6%	22%
CC(C)Sc1n[nH]c(=O)n1-c1ccccc1	x	-16%	2%	25	-5%	4%	x	-1%	-22%	4%	1%
CC(C)CCNC(=O)NC(=O)COC(=O)C1=COCCO1	6%	15%	0%	26	-1%	0%	4%	-8%	1%	-5%	5%
O=C(NC1CCS(=O)(=O)C1)c1cccc(S(=O)(=O)N2CCCCC2)c1 (stereo unspecified)	-6%	3%	-1%	-16	-2%	-2%	-7%	6%	8%	2%	5%
CCOc1ccc(S(=O)(=O)N2CCN(CC(O)COc3cccc([N+](=O)[O-])c3)CC2)cc1 (stereo unspecified)	13%	34%	0%	u	-44%[inhibitor]	6%	u	5%	15µM*	x	-2%
Cc1ccc(C)c(-n2nnnc2SCC(=O)Nc2cccc(-c3nnc4n3CCCCC4)c2)c1	-17%	39%	1%	-15	-5%	0%	6%	-6%	u	19%	-4%
CCc1ccc2[nH]c(=O)c(CN(CCCN3CCOCC3)C(=O)Nc3ccc(Cl)cc3)cc2c1	-8%	15%	4%	u	-3%	2%	10%	-1%	6%	4%	0%

Bioassay records from PubChem.
